Assay outcomes (PubChem)
All columns: NCI-60 one-dose screen, growth in % after 48 h at 10 µM unless noted; 100 = growth as untreated, 0 = no growth, -100 = all killed.
A498 = A498 renal cancer cells; AID 1794774; 76,000 compounds, 5.4% hits
NCI-H23 = NCI-H23 lung cancer; 80,000 compounds, 4% hits; AID 1794731
SF-295 = SF-295 CNS cancer cells. 79,000 compounds, 5.6% hits
SNB-19 = SNB-19 CNS cancer cells; 81,000 compounds, 2.5% hits
CAKI-1 = CAKI-1 renal cancer | 75,000 compounds, 4.7% hits
SNB-75 = SNB-75 CNS cancer; 79,000 compounds, 5% hits; AID 1794750
SF-268 = SF-268 CNS cancer cells | 82,000 compounds, 3.1% hits | AID 1794759
U251 = U251 CNS tumor cells; 80,000 compounds, 5.4% hits; AID 1794753
SF-539 = SF-539 CNS cancer | 81,000 compounds, 6.8% hits
Active calls of the source: *; . = not tested or not shown; & = joins results of further samples; ! = repeats disagree. How the source made its calls: active means growth percent below 10; inactive means the rest.

SMILES	A498	NCI-H23	SF-295	SNB-19	CAKI-1	SNB-75	SF-268	U251	SF-539
Clc1ccc(N2COOC3(OOC2)C2CC4CC(C2)CC3C4)cc1	97	22	71	74	52	.	58	28	24
O=C(CC1(O)C(=O)Nc2ccc(Cl)cc21)c1ccc(C(=O)NCC2CCC3(CC2)OOC2(CCCCC2)OO3)cc1 (stereo not drawn)	27	32	38	30	-86*	-3.8*	33	-54*	-52*
O=C(Nc1cc(Cl)ccc1Cl)C(Cl)(Cl)Cl	113	94	97	97	91	103	95	83	95
Nc1ccccc1-c1ccccc1	91	114	128	101	117	95	110	97	112
CCCC[C@H](NC(=O)[C@H]1CCCN1C)C(=O)N(C)[C@H](C[C@@H](OC(C)=O)c1nc(C(=O)N[C@@H](Cc2ccccc2)C[C@H](C)C(=O)OCC)cs1)C(C)C	-12*	24	13	38	.	52	26	8.6*	0.4*
CC12OOC(C)(OO1)C2CCC(=O)NCCCNc1ccnc2cc(Cl)ccc12 (stereo not drawn)	114	69	102	94	-93*	103	101	101	53
COC(=O)C1=CO[C@@H](C)[C@@H]2CN3CCc4c([nH]c5cc(OC)ccc45)[C@@H]3C[C@H]12	69	96	117	95	90	77	99	103	104
CN1CC(=O)[C@@H]2C[C@@]23c2cccc4[nH]cc(c24)C[C@@H]13	111	90	112	98	88	.	108	109	97
CCC1(CCO)C(=O)NC(=O)NC1=O	102	104	107	100	98	103	108	110	110
Cc1ccc(C(=O)N2CC2C)cc1 (stereo not drawn)	108	105	123	107	111	96	115	116	106
ClCc1ccc(CCl)c(Cl)c1	90	99	102	90	110	89	95	90	102
CCC1(CC(C)C)C(=O)NC(=S)NC1=O	92&110	100&101	106&105	101&108	97&97	93	120&95	95&109	108&112
CCCCC1(c2ccccc2)C(=O)NC(=O)NC1=O	102	99	105	98	.	68	96	97	102
CC1(C)COC(=O)C1O (stereo not drawn)	110&95	102&100	88&95	96&101	91&98	65&92	109&106	103&100	102&97
CCOC(=O)CC(C(=O)OCC)P(=O)(OCC)OCC (stereo not drawn)	100	108	94	107	95	85	107	100	92
c1cncc(C2Nc3cccc4cccc(c34)N2)c1	92	99	111	104	99	81	102	98	101
C=C(C)C(=O)OCC1CO1 (stereo not drawn)	102	104	102	109	85	88	105	102	100
NN=C(N)N	104	.	94	108	97	81	114	107	104
CC1(C)C=Cc2c(ccc3c4c([nH]c23)C(C)(C)[C@H]2C[C@]35CCCN3C(=O)[C@@]2(C4)NC5=O)O1	87	102	96	102	97	90	99	105	96
Nc1ccc(P(=O)(O)O)cc1	108&105	97&101	93&100	107&108	100&102	94&95	107&113	95&102	100&89
CC1C(=O)OC2CCN3CC4OC4(COC(=O)C(C)(O)C1(C)O)C23 (stereo not drawn)	101	91	101	101	105	87	104	103	111
C=CC(COC(C)=O)N1CC1 (stereo not drawn)	101	95	109	102	94	102	93	108	99
C/C=C/CC(C)C(O)[C@H](NC(=O)[C@@H]1CCCN1C(=O)C(C)(C)NC(=O)CCCCCCCCC)C(=O)N[C@@](C)(CC)C(=O)N[C@@H](CCC(N)=O)C(=O)N[C@H](CCC(N)=O)C(=O)NC(C)(C)C(=O)N[C@@](C)(CC)C(=O)N[C@@H](CCC(N)=O)C(=O)N[C@H](CC(C)C)C(=O)N[C@H](CO)CC(C)C (stereo partly drawn)	-53*!	-48*!	-84*!	-98*!	-22*!	-86*!	-53*!	-75*!	-100*!
CCC(O)C(CCN(C)C)(c1ccccc1)c1ccccn1 (stereo not drawn)	118	98	102	105	86	78	101	101	105
CN(C)COC(=S)SP(=O)(Oc1ccccc1)SC(=S)OCN(C)C	129	110	97	95	97	87	98	103	93
Cc1ccc2c(c1)NP(=S)(Oc1ccccc1)N2 (stereo not drawn)	110	108	120	101	96	92	109	107	94
NC(=O)c1c(Br)n(C2OC(CO)C(O)C2O)c2ncnc(N)c12 (stereo not drawn)	-30*	9.8*	39	54	.	37	20	33	14
COc1ccc2c(c1)c(C1(O)CC(CSC#N)OC1=O)cn2C(=O)c1ccc(Cl)cc1 (stereo not drawn)	153	89	90	99	83	84	106	102	96
COc1ccc(-c2c[se]c(Nc3ccccc3)n2)cc1	57	89	42	74	72	91	100	76	90
Nc1c(Br)cc([N+](=O)[O-])cc1[N+](=O)[O-]	93	98	105	102	93	99	98	101	110
Cc1cc(N(CCCl)CCCl)ccc1C=Nc1ccc(-c2csc(Cc3ccccc3)n2)cc1	-46*	59	13	81	25	50	66	63	49
CCC1(c2ccc(C)cc2)C(=O)NC(=S)NC1=O	122&104	108&111	105&88	104&95	94&89	100&82	100&117	100	100&111
CCC1(Oc2ccccc2)C(=O)NC(=O)NC1=O	100	106&112	105	125&103	97	112&93	100&109	96&100	112&113
CCC(CO)NC1CCCC1 (stereo not drawn)	103	112	129	95	78	82	98	103	104
CC(C)(C)n1cc(C(=O)c2ccccc2)cc1-c1ccccc1	84	81	77	81	66	76	88	85	84
O=[N+]([O-])CC(c1ccccc1Cl)c1c(-c2ccccc2)[nH]c2ccccc12 (stereo not drawn)	.	54	24	45	24	6.4*	50	35	27

Arranged by length of the SMILES (ascending): 16 of the compounds above
SMILES	A498	NCI-H23	SF-295	SNB-19	CAKI-1	SNB-75	SF-268	U251	SF-539
NN=C(N)N	104	.	94	108	97	81	114	107	104
CCC(CO)NC1CCCC1 (stereo not drawn)	103	112	129	95	78	82	98	103	104
C=CC(COC(C)=O)N1CC1 (stereo not drawn)	101	95	109	102	94	102	93	108	99
Nc1ccc(P(=O)(O)O)cc1	108&105	97&101	93&100	107&108	100&102	94&95	107&113	95&102	100&89
CCC1(Oc2ccccc2)C(=O)NC(=O)NC1=O	100	106&112	105	125&103	97	112&93	100&109	96&100	112&113
CCC1(c2ccc(C)cc2)C(=O)NC(=S)NC1=O	122&104	108&111	105&88	104&95	94&89	100&82	100&117	100	100&111
COc1ccc(-c2c[se]c(Nc3ccccc3)n2)cc1	57	89	42	74	72	91	100	76	90
CC(C)(C)n1cc(C(=O)c2ccccc2)cc1-c1ccccc1	84	81	77	81	66	76	88	85	84
CN(C)COC(=S)SP(=O)(Oc1ccccc1)SC(=S)OCN(C)C	129	110	97	95	97	87	98	103	93
NC(=O)c1c(Br)n(C2OC(CO)C(O)C2O)c2ncnc(N)c12 (stereo not drawn)	-30*	9.8*	39	54	.	37	20	33	14
CC1C(=O)OC2CCN3CC4OC4(COC(=O)C(C)(O)C1(C)O)C23 (stereo not drawn)	101	91	101	101	105	87	104	103	111
O=[N+]([O-])CC(c1ccccc1Cl)c1c(-c2ccccc2)[nH]c2ccccc12 (stereo not drawn)	.	54	24	45	24	6.4*	50	35	27
Cc1cc(N(CCCl)CCCl)ccc1C=Nc1ccc(-c2csc(Cc3ccccc3)n2)cc1	-46*	59	13	81	25	50	66	63	49
COc1ccc2c(c1)c(C1(O)CC(CSC#N)OC1=O)cn2C(=O)c1ccc(Cl)cc1 (stereo not drawn)	153	89	90	99	83	84	106	102	96
CC1(C)C=Cc2c(ccc3c4c([nH]c23)C(C)(C)[C@H]2C[C@]35CCCN3C(=O)[C@@]2(C4)NC5=O)O1	87	102	96	102	97	90	99	105	96
C/C=C/CC(C)C(O)[C@H](NC(=O)[C@@H]1CCCN1C(=O)C(C)(C)NC(=O)CCCCCCCCC)C(=O)N[C@@](C)(CC)C(=O)N[C@@H](CCC(N)=O)C(=O)N[C@H](CCC(N)=O)C(=O)NC(C)(C)C(=O)N[C@@](C)(CC)C(=O)N[C@@H](CCC(N)=O)C(=O)N[C@H](CC(C)C)C(=O)N[C@H](CO)CC(C)C (stereo partly drawn)	-53*!	-48*!	-84*!	-98*!	-22*!	-86*!	-53*!	-75*!	-100*!

New compounds follow.
SMILES	A498	NCI-H23	SF-295	SNB-19	CAKI-1	SNB-75	SF-268	U251	SF-539
COc1ccc(/C=C\c2cc(OC)c(OC)c(OC)c2)cc1NC(=O)/C=C/c1ccc(OC)c(OC)c1	-1.7*	0.1*	5.4*	37	42	16	42	35	2.7*
CO[C@H]1CC[C@@]2(C)C(=CC[C@@H]3[C@@H]2CC[C@]2(C)C(=O)C(=O)C[C@@H]32)C1	82	99	110	95	93	103	103	104	104
COC(=O)[C@@H](C)C[C@H](Cc1ccc(F)cc1)NC(=O)c1csc([C@@H](C[C@H](C(C)C)N(C)C(=O)[C@@H](NC(=O)[C@H]2CCCCN2C)C(C)C)OC(C)=O)n1	-3.9*	35	8.7*	37	.	64	27	6.9*	-6.4*
Cc1ccc(C(=O)CCl)c(C)c1	83	105	99	102	94	91	96	103	97
COc1ccc(C2SCC(=O)Nc3c2c(C)nn3-c2nc3ccc(C)cc3s2)cc1O (stereo not drawn)	41	55	32	54	31	33	45	31	31
N#CCCP(CCC#N)CCC#N	112	109	.	102	114	87	99	99	105
COc1ccccc1NC1=NCCS1	100	106	113	108	104	97	112	104	106
CC(N)C(O)c1ccc(O)cc1 (stereo not drawn)	.	98	115	101	99	78	107	102	102
CC(C)CCON=O	117	110	97	98	98	84	96	94	103
Cc1cc(NC(=O)CCc2ccc(N3C(N)=NC(N)=NC3(C)C)cc2)ccc1S(=O)(=O)F	60	26	5.4*	45	34	52	32	24	6.0*
CCCCC1(CCC(C)C)C(=O)NC(=O)NC1=O	77	100	.	99	.	101	104	102	96
C[C@@H]1CCC/C=C/[C@H]2C[C@@H](O)C[C@@H]2[C@@H](O)/C=C/C(=O)O1	-15*	5.8*	22	30	.	47	18	18	32

Limited to SF-268 and SF-295, for some of the entries so far:
SMILES	SF-268	SF-295
COC(=O)[C@@H](C)C[C@H](Cc1ccc(F)cc1)NC(=O)c1csc([C@@H](C[C@H](C(C)C)N(C)C(=O)[C@@H](NC(=O)[C@H]2CCCCN2C)C(C)C)OC(C)=O)n1	27	8.7*
CC(N)C(O)c1ccc(O)cc1 (stereo not drawn)	107	115

Next records
SMILES	A498	NCI-H23	SF-295	SNB-19	CAKI-1	SNB-75	SF-268	U251	SF-539
O=c1[nH]cc(N(CCCl)CCCl)c(=O)[nH]1	101	54	50	65	13	63	52	65	46
CC(=O)O[C@@H]1CC[C@]2(C)[C@H]3CC[C@]4(C)C(=O)CC[C@H]4[C@@H]3C[C@@H]3SC(N)=N[C@@]32C1	51	80	43	55	61	73	74	37	51
O=C(O)c1cc(I)cc(I)c1I	75	101	102	107	108	90	99	97	103
Cc1[se]c2ccccc2[n+]1C	112	101	94	97	98	105	92	90	103
CC[C@H](C)[C@H](NC(=O)[C@H]1CCCCN1C)C(=O)N(C)[C@H](C[C@@H](OC(C)=O)c1nc(C(=O)N[C@@H](Cc2ccccc2)C[C@H](C)C(=O)OC)cs1)C(C)C	7.5*	12	2.1*	31	32	32	31	12	-11*
CC(C)C(NC(=O)CCl)C(=O)O (stereo not drawn)	127	106	101	99	98	136	111	103	101
Nc1cccc(Cl)c1	104	100	89	86	69	89	102	95	95
C[C@]1(O)CC[C@H]2[C@@H]3CCC4=CC(=O)C=C[C@]4(C)[C@@]3(Cl)[C@@H](Cl)C[C@@]21C	95	109	.	114	97	106	96	106	97
CCCC(=O)N(C)C1=Nc2ccc(Cl)cc2C(c2ccccc2)=[N+]([O-])C1	96	91	98	98	83	79	100	104	89
C[C@]12CCc3sc(NCCc4ccccc4)nc3C1=CC[C@@H]1[C@@H]2CC[C@]2(C)C(=O)CC[C@@H]12	87	67	68	80	73	86	84	60	65
CC(C)C(O)(C(=O)OCC1=CCN2CCC(O)C12)C(C)O (stereo not drawn)	108	106	107	112	110	94	96	109	98
CC1([N+](=O)[O-])COP(=O)(Nc2ccc(F)cc2)OC1 (stereo not drawn)	.	96	106	107	107	96	100	.	103
CCOP(=O)(Nc1ccc(F)cc1)OCC	137	94	92	.	96	82	114	98	112
Cc1cccc(C)c1OP(=O)(Oc1c(C)cccc1C)Oc1c(C)cccc1C	114	83	66	93	55	.	114	85	108
COc1cccc(CCN)c1	112	123	89	110	.	98	111	96	108
C[C@]12CCCC[C@@H]1CC[C@@H]1[C@@H]2[C@@H](O)C[C@@]2(C)[C@H]1CC[C@]2(C)O	98	78	96	99	107	75	85	87	86
c1ccc(-c2ccc3ccccc3[o+]2)cc1	109	84	104	93	.	80	89	93	101
CC1=C(SCCC(=O)OCC(=O)NCCC[Te]c2ccccc2)C(=O)c2ccccc2C1=O	-12*	-34*	-36*	9.5*	27	19	-13*	-5.8*	-60*
CN(C)COC(=S)SP(=O)(Oc1ccc(Cl)cc1Cl)SC(=S)OCN(C)C	111	113	111	115	90	84	105	110	108
CSc1nc(Cl)c(Br)c(N2CC2)n1	.	120	99	112	71	95	84	92	100
CCCCC(Br)C(=O)OCC (stereo not drawn)	84	96	100	105	105	92	98	102	96
CC1C=CCCC12C(=O)NC(=O)NC2=O (stereo not drawn)	94	104	105	96	101	109	106	95	120
Cc1ccc(NC(=O)NCCCOc2ccc(N3C(N)=NC(N)=NC3(C)C)cc2Cl)cc1S(=O)(=O)F	103	37	102	46	98	74	51	33	40
CCN(CC)C(=O)C(CCN1CCCCC1)(c1ccccc1)c1ccccc1	71	100	92	99	94	89	104	105	113
CCN(CC)/C(N)=N\c1nc(C)c2cc(Cl)ccc2n1	87	92	94	111	95	94	93	94	97
CC(=O)c1ccc(Br)cc1	117	104	99	97	93	94	113	99	95

Only part of the results is shown (hit frequency here may not be typical).
